Screens from PubChem.
GPR151 ag = activators of human GPR151, primary screen, cell-based, PathHunter beta-arrestin, luminescence; PathHunter beta-arrestin GPR151 cells; 1% of 650,000 active; G-protein coupled receptor 151 (Homo sapiens), Q8TDV0; activation, % at 11.2 µM; in the data active means activation above about 4.9%;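 further: 0% = median of compound wells and 100% = cells with positive control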
Target sequence (Q8TDV0 whole entry, looked up): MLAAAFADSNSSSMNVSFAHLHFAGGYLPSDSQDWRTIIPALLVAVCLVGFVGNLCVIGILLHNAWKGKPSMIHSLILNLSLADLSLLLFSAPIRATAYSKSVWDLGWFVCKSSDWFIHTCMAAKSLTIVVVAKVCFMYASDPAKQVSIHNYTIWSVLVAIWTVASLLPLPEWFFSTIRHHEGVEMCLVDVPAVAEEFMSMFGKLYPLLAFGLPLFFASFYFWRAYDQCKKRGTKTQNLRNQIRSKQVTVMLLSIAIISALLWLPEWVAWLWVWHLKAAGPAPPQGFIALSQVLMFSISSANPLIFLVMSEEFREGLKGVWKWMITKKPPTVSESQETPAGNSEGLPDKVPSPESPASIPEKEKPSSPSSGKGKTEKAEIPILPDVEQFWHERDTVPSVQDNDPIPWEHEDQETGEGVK
MITF inh = MITF inhibitors, primary screen, biochemical, AlphaScreen, human. AlphaScreen MITF homodimerization, bead proximity signal. Microphthalmia-associated transcription factor (Homo sapiens), O75030. inhibition, % at 2.6 µM. 0.91% of 650,000 active; in the data active means inhibition above about 50%;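 further: 0% = vehicle wells with protein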
TEAD-YAP inh = TEAD-YAP interaction inhibition, primary screen, TEAD-YAP interaction inhibitor project, luminescence, HEK-TIYL cells | 1.4% of 640,000 active | inhibition, % at 9.12 µM | AID 1259422, 2018 | TEAD-Gal4/YAP UAS-luciferase luminescence; in the data active means inhibition above about 32%;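 further: 0% = median of test compound wells and 100% = reference inhibitor wells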
FBW7 act = FBW7 E3 ligase activators, primary screen, biochemical, AlphaScreen, human; normalized activity (activation), % at 26.1 µM; AlphaScreen FBW7–phospho-cyclin E peptide binding, activator screen; AID 1259310, 2017; 0.13% of 650,000 active; F-box/WD repeat-containing protein 7 (Homo sapiens), Q969H0; in the data active means normalized activity above about 1.9%;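 further: purified mutant Fbw7 with reduced substrate affinity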
Target sequence (Q969H0 whole entry, looked up): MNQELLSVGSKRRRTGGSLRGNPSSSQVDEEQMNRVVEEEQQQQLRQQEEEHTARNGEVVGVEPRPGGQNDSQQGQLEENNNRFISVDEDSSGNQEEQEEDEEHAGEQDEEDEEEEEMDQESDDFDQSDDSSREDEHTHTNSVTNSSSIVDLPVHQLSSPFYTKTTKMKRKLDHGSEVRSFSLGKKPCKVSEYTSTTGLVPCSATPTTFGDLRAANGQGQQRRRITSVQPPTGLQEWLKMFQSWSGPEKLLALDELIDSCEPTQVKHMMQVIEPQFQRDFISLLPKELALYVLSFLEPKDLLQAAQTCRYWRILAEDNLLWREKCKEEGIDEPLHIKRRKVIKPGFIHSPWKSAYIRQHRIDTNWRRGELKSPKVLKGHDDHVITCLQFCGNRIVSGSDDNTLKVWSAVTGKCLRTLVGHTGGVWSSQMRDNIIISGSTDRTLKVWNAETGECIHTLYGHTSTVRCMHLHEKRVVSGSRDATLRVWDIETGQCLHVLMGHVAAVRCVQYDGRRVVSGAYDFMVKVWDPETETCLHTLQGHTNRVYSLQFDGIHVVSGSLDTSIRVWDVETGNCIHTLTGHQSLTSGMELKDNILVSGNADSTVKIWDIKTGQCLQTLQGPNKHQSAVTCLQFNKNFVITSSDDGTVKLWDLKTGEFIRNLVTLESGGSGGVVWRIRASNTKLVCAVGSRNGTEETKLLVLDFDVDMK
* = called active by the depositor; x = not tested or not shown. Rows were taken by chance, and some 3.5% of all compounds hit somewhere here.

SMILES	GPR151 ag	MITF inh	TEAD-YAP inh	FBW7 act
Cc1ccc(C(=O)N/C(=C/c2cccc(Br)c2)C(=O)NC(C)C(=O)O)cc1 (centres undefined)	0.0	3	4	-0.3
CC(C)(C)c1ccc(OCCON2C(=O)CCC2=O)c(Cl)c1	3.3	-28	2	-0.1
CC(=O)N1CCc2c(sc(NC(=O)c3ccc(S(=O)(=O)N4CCCCC4C)cc3)c2C(N)=O)C1 (centres undefined)	0.4	5	22	-0.1
CC(=O)CC(=O)Nc1cccc(I)c1	-0.5	0	11	-0.1
COc1ccc(C2NC(=O)NC(C)=C2C(=O)OC2CCC(C)CC2)c(OC)c1 (centres undefined)	3.4	8	3	-0.1
CC(C)(C)c1ccc(S(=O)(=O)N2CCN(c3nc4ccccc4o3)CC2)cc1	2.1	9	4	1.1
CC(SC1=NCCN1S(C)(=O)=O)c1ccccc1 (centres undefined)	0.2	-6	5	-0.1
NC(=O)COC(=O)c1cc(-c2cccc3ccccc23)nc2ccccc12	0.1	-2	7	-0.1
O=C(COc1cccnc1[N+](=O)[O-])Nc1cccc(F)c1	-1.4	14	-61	0.5
CC1=C(C(=O)OC2CCCCCCC2)C(c2ccc(Cl)c(Cl)c2)NC(=O)N1 (centres undefined)	-0.2	2	3	0.1
O=C(CN(c1cc(C(F)(F)F)ccc1Cl)S(=O)(=O)c1ccccc1)N1CCOCC1	0.9	-19	-1	0.1
COc1cc(/C=N/NC(=S)Nc2cccnc2)cc(OC)c1OC	1.2	3	-5	-0.1
O=C(NCCNC(=O)c1ccc(CN2CCc3ccccc3C2)cc1)c1ccc(CN2CCc3ccccc3C2)cc1	0.3	-14	1	0.0
CC(C)C(CC(=O)NCc1ccc2c(c1)OCO2)NS(=O)(=O)c1ccc(F)cc1 (centres undefined)	0.7	2	11	-0.1
Cc1cccc(NC(=O)c2cc(NC(=O)CCCC(=O)O)ccc2Cl)n1	-1.4	8	-4	0.1
O=C(C1CCN(Cc2nc3ccccc3[nH]2)CC1)N1CCN(c2ccc(Cl)nn2)CC1	-1.9	-5	0	0.0
CC/C(=C\C(=N/O)C(N)=O)C(C)[N+](=O)[O-] (centres undefined)	-1.5	-2	x	x
c1ccc2c(NC3=NCCCCS3)cccc2c1	0.4	9	-6	-0.1
C=CCNc1nc(-c2ccc(O)c(OC)c2)cs1	-0.3	5	8	0.1
C=C1C(C(=O)Nc2ccc(N(C)C)cc2)C1C(=O)Nc1ccc(N(C)C)cc1 (centres undefined)	-1.5	1	-9	0.0
Cc1ccccc1Cn1cc[n+](C)c1C	-0.4	17	-4	0.3
C#CCOc1nc(Nc2ccc(Br)cc2)nc(N2CCN(c3cccc(Cl)c3)CC2)n1	1.4	-2	2	0.0
COc1ccc(C)c(S(=O)(=O)Nc2ccc(CC(=O)O)cc2)c1	1.1	-11	2	0.0
COc1ccccc1Nc1c([N+](=O)[O-])ccc2nonc12	-0.4	37	7	-0.1
CCCNC(=O)c1cc2c(=O)n3ccccc3nc2n1C	-1.2	10	-27	0.3
Cc1ncn(-c2ccc(Nc3cc(-c4cnn(C)c4)c(F)cn3)cc2)n1	0.3	10	-10	-0.2
Cc1cc(NC(=S)N(CCCN2CCCC(C)C2)Cc2cccs2)ccc1Cl (centres undefined)	0.3	-8	-4	-0.4
Cc1cccc(-n2nc3c(c2NC(=O)c2cccs2)CSC3)c1C	-2.1	-8	-2	-0.1
Cc1sc2ncnc(NCC3COc4ccccc4O3)c2c1C (centres undefined)	-0.3	5	48*	0.2
COCCNC(=O)CN1CCC(O)(c2ccccn2)CC1	-1.0	3	-1	0.0
Cc1c(S(=O)(=O)N2CCN(C(=O)c3ccco3)CC2)c(=O)n(C)c(=O)n1C	3.4	6	-8	0.0
Cc1ccnc(N2CCC(C(=O)Nc3ccc(C)c(Cl)c3)CC2)n1	0.1	9	-4	-0.1
Cc1ccc(C(=O)Nc2cc(Cl)cc(Cl)c2)cc1	2.5	-4	-41	-0.1
Cc1nc2cc(C(=O)N3CCOCC3)ccc2n1-c1ccc(C(C)C)cc1	3.2	-1	12	-0.1
COc1ccc(CC(=O)NCC2CCC3(CCN(Cc4cccnc4)CC3)O2)cc1 (centres undefined)	0.4	4	-2	-0.1
O=C(Cn1c(=O)c2cccn2c2ccccc21)NCc1cccc(Br)c1	-0.6	-1	-6	0.0
Cc1ccc(S(=O)(=O)/N=c2\ccc(Cl)cn2C(F)F)cc1	-0.7	11	-2	0.2
CC(=O)Oc1ccc2nc(-c3ccc(C)c([N+](=O)[O-])c3)oc(=O)c2c1	-4.7	19	3	-0.1
CCCOC(=O)c1cc(-c2ccc(/C=C(\C#N)C(N)=C(C#N)C#N)o2)ccc1Cl	-0.9	21	-8	-0.2
CC1CCCN(C(=O)C2CCN(S(=O)(=O)c3cccc4nsnc34)CC2)C1 (centres undefined)	0.0	-19	-2	0.1
COC(=O)c1sc2ccccc2c1NC(=O)c1ccc2ncsc2c1	-1.9	8	-4	0.2
CN(Cc1cccc(Cl)c1)C(=O)c1cccc(C#N)c1	1.0	1	1	0.1
Cc1ccc(N2C(=O)C(=O)N(c3ccc(C)cc3)C2=S)cc1	-2.0	0	-43	0.0
COc1ccccc1NS(=O)(=O)c1ccc2nc(CCl)[nH]c2c1	7.0*	-10	3	0.3
COc1ccccc1N1CCN(C(=O)CN2C(=O)c3cccc4cccc(c34)C2=O)CC1	-1.3	-7	-8	0.0
N=C1C(c2nc3ccccc3[nH]2)=C(O)CN1c1cccc(C(=O)O)c1	-0.3	11	-2	-0.2
CCOc1ccc(-n2c(=S)sc3c(=O)n(-c4ccccc4)c(SCC(=O)c4ccccc4)nc32)cc1	2.1	-9	-8	-0.1
COc1ccc(C2C(C(=O)Nc3cc(OC)ccc3OC)c3ccccc3C(=O)N2Cc2ccc(F)cc2)cc1 (centres undefined)	0.8	-20	-11	0.1

No new results follow: three of the compounds above.
SMILES	GPR151 ag	MITF inh	TEAD-YAP inh	FBW7 act
N=C1C(c2nc3ccccc3[nH]2)=C(O)CN1c1cccc(C(=O)O)c1	-0.3	11	-2	-0.2
CCOc1ccc(-n2c(=S)sc3c(=O)n(-c4ccccc4)c(SCC(=O)c4ccccc4)nc32)cc1	2.1	-9	-8	-0.1
COc1ccc(C2C(C(=O)Nc3cc(OC)ccc3OC)c3ccccc3C(=O)N2Cc2ccc(F)cc2)cc1 (centres undefined)	0.8	-20	-11	0.1

The listing continues:
SMILES	GPR151 ag	MITF inh	TEAD-YAP inh	FBW7 act
CCOc1cccc(-c2cc(C(=O)O)c3ccccc3n2)c1	-0.2	2	-12	0.0
Cc1ccc(N(C(C)C(=O)O)S(C)(=O)=O)cc1 (centres undefined)	-0.7	0	-6	-0.2
CNC(=O)/C(C#N)=C\c1ccc(Sc2ccccc2)o1	1.5	16	-68	0.2
Cc1cccc(N2CC(C(=O)Nc3ccc(Cl)c(Cl)c3)CC2=O)c1 (centres undefined)	4.6	-9	3	-0.2
CCCCN(C)S(=O)(=O)c1ccc(C(=O)Nc2nc(-c3ccncc3)cs2)cc1	0.2	2	3	0.0
Cc1nn2c(=O)/c(=C/c3ccc(I)cc3)sc2nc1=O	-1.4	10	11	0.5
COc1cc(C2C(C(C)=O)=C(O)C(=O)N2Cc2cccnc2)ccc1O (centres undefined)	0.3	-2	1	0.0
O=C(O)c1ccc2c(c1)C(=O)N(c1cc([N+](=O)[O-])ccc1F)C2=O	2.3	8	0	0.0
Cc1nnc2ccc(NCCCN3CCN(c4ccccc4F)CC3)nn12	0.1	4	7	0.2
CCC(C)(C)NC(=O)CN(C(=O)CCC(=O)Nc1ccccn1)c1ccc(C)c(C)c1	-0.3	1	-7	0.2
Cc1ccc2[nH]cc(CCNC(=O)c3cccs3)c2c1	0.2	0	-7	0.1
CN(C)C(=O)CCNS(=O)(=O)c1ccccc1	-0.6	14	5	0.3

In another format: three of the compounds above.
Second line of a record – GPR151 ag | MITF inh | TEAD-YAP inh | FBW7 act
Cc1ccc(C(=O)N/C(=C/c2cccc(Br)c2)C(=O)NC(C)C(=O)O)cc1 (centres undefined)
  0.0 | 3 | 4 | -0.3
CC(C)(C)c1ccc(OCCON2C(=O)CCC2=O)c(Cl)c1
  3.3 | -28 | 2 | -0.1
CC(=O)N1CCc2c(sc(NC(=O)c3ccc(S(=O)(=O)N4CCCCC4C)cc3)c2C(N)=O)C1 (centres undefined)
  0.4 | 5 | 22 | -0.1

New compounds follow.
SMILES	GPR151 ag	MITF inh	TEAD-YAP inh	FBW7 act
CC(C)n1cnc2c(NCCOc3ccccc3)nc(Cl)nc21	-1.9	14	-3	0.2
CCOc1ccc(/C=C/C(=O)CCC(=O)O)cc1	1.2	5	-21	-0.1
CCNS(=O)(=O)c1c(C)c(C)cc(C)c1C	0.4	12	-4	0.0
COc1cc(-c2cncc(NCCO)n2)cc(OC)c1OC	-1.4	-6	2	-0.1
Cc1cc(C)nc(Sc2nc3ccccc3[nH]2)n1	-1.3	-6	-31	0.8
CC(Oc1cccc(Br)c1)C(=O)NCCC(=O)O (centres undefined)	-0.4	18	-5	0.1
Cc1ccccc1C(=O)Nc1ccc(S(=O)(=O)NCc2ccccc2)cc1	-0.7	6	-3	0.1
CCOCCn1c(SCc2ccccc2)nc2c1c(=O)[nH]c(=O)n2C	4.5	10	-4	0.0
O=C(C1CCCCC1)N1CCC(n2nc(-c3cccs3)oc2=O)CC1	-1.0	8	12	-0.2
Cc1nc(CC(=O)N2CCC3(CC2)CC3C(=O)Nc2ccc(-n3cccn3)cc2)cs1 (centres undefined)	-0.4	8	5	0.2
O=C(COc1ccc(Cl)cc1)Nc1nc(-c2ccc(F)cc2)cs1	1.5	1	-29	-1.0
CCc1ccc(C(=O)N2CCN3C(=O)[C@@H](Cc4ccccc4)NC(=O)[C@H]3C2)cc1	0.3	5	0	0.0
COc1cc2[nH]c(=S)n(CCC(C)C)c(=O)c2cc1OC	-1.4	0	4	0.1
COc1ccc(Cl)cc1NC(=O)c1cnn2c1NC(c1ccco1)CC2C(F)(F)F (centres undefined)	0.5	4	-6	0.2
CCc1ccccc1NC(=O)c1ccc(NC(=O)CCC(=O)O)cc1	-0.9	0	-8	-0.2
CC(=O)NC(=O)NC(c1ccccc1)c1cccc(Cl)c1 (centres undefined)	6.1*	-9	-7	-0.1
COc1ccc(-n2c(/C=C/c3cccc4ccccc34)nc3ccccc3c2=O)c(OC)c1	-1.9	14	-11	1.2
CC1(C(=O)Nc2ccc3c(c2)OCCO3)CC1(Cl)Cl (centres undefined)	0.7	3	-15	-0.1
CCC(CO)N1CC2([N+](=O)[O-])CC=C(C)C([N+](=O)[O-])(C1)C2 (centres undefined)	1.3	4	-1	0.1
O=C(COC(=O)c1cc[n+]([O-])cc1)NNC(=O)c1cccs1	-0.2	-7	-8	-0.1
O=C(Nc1ncccn1)c1c[nH]c2ccc(F)cc2c1=O	2.7	0	-2	0.2
CCCCN(C)CCCN(Cc1cccs1)C(=S)Nc1ccc(C)c(Cl)c1	0.1	3	-7	-0.2
CN1CCN(C(=O)c2ccc(-c3nc(NCCCN4CCCC4=O)c4ncn(CCN5CCCC5=O)c4n3)cc2)CC1	1.3	-1	-15	0.2
Cc1ccc(/C=N/NC(=O)C2(C)CC2(Br)Br)cc1 (centres undefined)	-1.7	-2	-9	0.0
Cc1cccc2cc(C(=O)O)c(=O)[nH]c12	0.8	-1	2	-0.1
CCOC(=O)c1cc(-c2ccc(N3CCOCC3)cc2)nc2c1c(=O)n(C)c(=O)n2C	-1.9	8	-7	0.1
Clc1ccccc1N1CCN(Cc2ccoc2)CC1	0.2	12	0	-0.1
CC(C)(C)c1ccc(NC(=O)c2cnc3ccccn23)cc1	-0.7	21	55*	0.8
CCN(CC)Cc1cc(C(C)=O)ccc1OCC(C)C	0.8	-3	-2	0.0
O=C(Nc1nc(-c2cc3ccccc3oc2=O)cs1)c1c(F)cccc1F	1.6	2	-3	0.0
CN(C)c1nc(CN2CCCC2c2nccs2)nc2ccccc12 (centres undefined)	-1.7	7	-4	-0.2
COc1cc(/C=C2/C(=O)NN(c3cccc(C)c3)C2=O)cc([N+](=O)[O-])c1O	-0.9	3	3	0.0
O=C(CSc1nc2ccccc2o1)Nc1ccc(NC(=O)CSc2nc3ccccc3o2)c(Cl)c1	-0.5	-3	8	-0.1
CCCc1ccc(OCCCC(=O)Nc2nnc(COC)s2)cc1	6.9*	5	-5	0.0
COC(=O)C1=C(C)NC2=C(C(=O)CC(C)(C)C2)C1c1cccc(F)c1 (centres undefined)	0.3	0	4	0.5
COc1cc([N+](=O)[O-])cc2cc(C(=O)N3CCCC3)c(=O)oc12	0.2	7	7	0.3

3 records drawn at random from the list so far:
SMILES	GPR151 ag	MITF inh	TEAD-YAP inh	FBW7 act
Cc1cccc2cc(C(=O)O)c(=O)[nH]c12	0.8	-1	2	-0.1
O=C(CSc1nc2ccccc2o1)Nc1ccc(NC(=O)CSc2nc3ccccc3o2)c(Cl)c1	-0.5	-3	8	-0.1
COc1cc([N+](=O)[O-])cc2cc(C(=O)N3CCCC3)c(=O)oc12	0.2	7	7	0.3

Later entries:
SMILES	GPR151 ag	MITF inh	TEAD-YAP inh	FBW7 act
Cc1cc(-n2c(C)nc3ccccc3c2=O)ccc1NC(=O)C(C)C	0.8	10	-3	0.1
O=C(COc1ccccc1)NCCc1nnc2n1CCN(Cc1ccccc1)CC2	-0.2	15	6	0.0
CC(c1ccccc1)N1C(=O)CSC1=S (centres undefined)	-0.8	9	1	0.1
CC(C)c1ccc(-c2noc(C3CCCN(S(C)(=O)=O)C3)n2)cc1 (centres undefined)	2.2	-6	-16	-0.1
O=C(Cc1ccc([N+](=O)[O-])cc1)Nc1ccccc1Cl	-0.4	-6	-22	0.0
